# Compound activity (PubChem)
# PglD inh: blocks C. jejuni PglD acetyltransferase activity; purified PglD enzyme, DTNB colorimetric CoA detection; AID 602405; actives 0.098% (n = 360,000); inhibition, % at 12.5 µM; in the data active = inhibition above about 16%, passing the limit was not always enough; inconclusive = no clear call, values can overlap the other calls; note: strong numbers were not always called active
# SIRT5 block: sirtuin-5 (human) deacylase inhibition. Purified SirT5, succinyl-peptide AMC, trypsin-coupled fluorescence. inhibition, % at 15 µM. actives 1.1% (n = 330,000); in the data active = inhibition above about 15%; inconclusive = no clear call, values can overlap the other calls
# Target sequence (Q9NXA8 whole entry, looked up): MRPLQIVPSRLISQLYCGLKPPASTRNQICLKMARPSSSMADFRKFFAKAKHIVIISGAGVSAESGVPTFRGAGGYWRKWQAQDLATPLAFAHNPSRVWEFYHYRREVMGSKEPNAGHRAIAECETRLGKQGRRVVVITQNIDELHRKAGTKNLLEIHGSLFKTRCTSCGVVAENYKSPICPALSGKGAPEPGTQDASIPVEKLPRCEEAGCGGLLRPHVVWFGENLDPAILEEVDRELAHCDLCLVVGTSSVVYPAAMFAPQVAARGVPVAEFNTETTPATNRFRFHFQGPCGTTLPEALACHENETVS
# E-sel inducer: E-selectin induction on HUVECs | P16581 | HUVEC E-selectin immunofluorescence imaging; normalized: neutral wells 0, TNF-alpha wells 100 | activation, % at 7.58 µM | actives 0.37% (n = 260,000) | AID 686992;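 active = mean E-selectin-positive cell signal at least 10% of the positive control, reached in at least 60% of replicates, without over 20% cell loss; inconclusive = no rule given, readout overlaps actives, possibly toxicity-flagged; inactive = the rest, including those meeting only one limit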;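 note: in these data hits start at about 27%; measured in HUVEC primary endothelial cells; signal is the percent of cells scored E-selectin positive by PE staining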
#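 Test system: HUVEC | Signal: Immunofluorescence imaging | Read-out: Percent E-selectin-positive cells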
# DENV2 CPE: inhibitors of DENV2 cytopathic effect. AID 651640. CPE inhibition, % at 9.99 µM. actives 1.7% (n = 350,000). DENV2-infected cells, cytopathic effect rescue, plate reader; in the data active = CPE inhibition above about 20%, passing the limit was not always enough; inconclusive = no clear call, values can overlap the other calls; tested in BHK-21 cells;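 note: 0% = median of neutral control wells and 100% = median of positive control wells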
# ERp5 block: blocks human ERp5 reductase activity on insulin; Q15084; ERp5 insulin aggregation, absorbance 650 nm, 90 min; inhibition, % at 9.99 µM; actives 0.05% (n = 350,000); AID 651711;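 active = mean replicate inhibition above about 25%, with every replicate also reaching it, limit read from the data, passing the limit was not always enough; inconclusive = only one of those two criteria met; inactive = neither criterion met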
# Target sequence (Q15084 whole entry, looked up): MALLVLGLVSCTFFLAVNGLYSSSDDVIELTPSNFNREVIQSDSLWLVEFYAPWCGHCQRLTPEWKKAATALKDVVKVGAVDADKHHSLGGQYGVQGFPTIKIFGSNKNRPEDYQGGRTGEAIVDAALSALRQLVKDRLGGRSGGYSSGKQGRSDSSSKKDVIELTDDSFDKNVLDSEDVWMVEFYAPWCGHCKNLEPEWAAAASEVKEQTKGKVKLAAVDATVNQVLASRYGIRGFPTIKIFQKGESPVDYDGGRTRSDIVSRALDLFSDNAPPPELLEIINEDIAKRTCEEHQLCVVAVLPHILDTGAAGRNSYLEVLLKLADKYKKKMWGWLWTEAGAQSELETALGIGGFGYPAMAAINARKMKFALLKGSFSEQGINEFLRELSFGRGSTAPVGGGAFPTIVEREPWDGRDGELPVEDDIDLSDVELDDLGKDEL
# S100A4 inh HTS: inhibitors of human S100A4 binding to myosin IIA peptide. P26447. S100A4/TAMRA-MyoIIA peptide fluorescence polarization. AID 652163. inhibition, % at 10.7 µM. actives 0.14% (n = 360,000);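 active = mean inhibition of at least 70% across replicates, with every replicate also reaching that level; inconclusive = mean inhibition reaches 70% but some replicates fall short; inactive = mean inhibition below 70%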
# Target sequence (P26447 whole entry, looked up): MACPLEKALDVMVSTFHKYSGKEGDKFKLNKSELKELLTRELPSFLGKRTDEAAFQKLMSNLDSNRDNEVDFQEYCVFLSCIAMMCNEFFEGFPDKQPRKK
#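 Test system: S100A4 monomer protein; Medium: HEPES pH 7.2 with CaCl2, KCl, NaCl, DTT, Triton; Probe or stimulus: TAMRA-labelled myosin IIA heavy-chain peptide probe, 5 nM; Doses: one dose per compound; Times: polarization read 5 min after assay mix addition, stable 5–60 min; Benchmarks: neutral control DMSO, positive control TFP.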
# Statin myotox sup: suppressors of simvastatin-induced myotoxicity in C2C12 myotubes | ATP luminescence, 48 h; scaled: DMSO 0, geranylgeraniol control 100 | AID 602340 | actives 0.78% (n = 330,000) | rescue of ATP level, % at 7.49 µM;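 active = mean ATP rescue above about 67%, or every replicate alone reaching that limit, limit read from the data, passing the limit was not always enough; inconclusive = no clear call, values can overlap the other calls; inactive = mean under the limit and some replicate under it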;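 note: myotubes were challenged with 10 µM simvastatin during compound exposure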
# Numbers without * were called inactive; ? = inconclusive; · = no result given. An excerpt, so the mix of outcomes need not match the whole.
SMILES,PglD inh,SIRT5 block,E-sel inducer,DENV2 CPE,ERp5 block,S100A4 inh HTS,Statin myotox sup
CO[C@@H]1CN(C)C(=O)c2cc(NC(=O)C3CC3)ccc2OC[C@H](C)N(Cc2ccccc2)C[C@H]1C,4.9,-1.6,-0.1,8.4,-1.4,7.1,11.9
C[C@@H]1CCCCO[C@@H](CN(C)S(=O)(=O)c2ccc(Cl)cc2)[C@@H](C)CN([C@H](C)CO)C(=O)c2cc(NC(=O)Cc3ccccc3)ccc2O1,0.1,0.1,0.1,-4.1,1.7,10.6,·
Cc1noc(C)c1NC(=O)N(C)C[C@@H]1Oc2ccc(NC(=O)NC3CCCCC3)cc2CC(=O)N([C@@H](C)CO)C[C@H]1C,1.3,-4.1,-0.2,23.7*,-0.3,-0.4,4.3
Cc1ccc(C(C)C)c(OCC(=O)OCC(=O)NC2CCS(=O)(=O)C2)c1 (centres undefined),3.3,9.1,1.7,-7.4,-4.1,3.6,7.3
Cc1ccc(N(Cc2ccccc2)C(=O)c2cc(S(=O)(=O)N3CCOCC3)ccc2Cl)cc1,3.1,-2.8,0.3,-3.5,5.9,-7.0,-11.4
CS(=O)(=O)Nc1ccc(C(=O)Nc2ccc(S(=O)(=O)N3CCCCC3)cc2)cc1,-5.6,1.8,-0.1,?,10.8,3.6,-9.7
C/C=C/c1ccc2c(c1)O[C@@H](CN(C)Cc1ccc(C(=O)O)cc1)[C@@H](C)CN([C@H](C)CO)S2(=O)=O,-2.6,5.9,-0.2,14.4,-0.5,49.4,-34.4
COc1ccc(S(=O)(=O)N2CCN(C(=O)Cc3cccs3)CC2)cc1,·,-4.3,0.2,1.9,-1.3,-0.8,·
CCOC(=O)c1ccc(NC(=O)c2cc3c(C)nn(-c4ccccc4Cl)c3s2)s1,·,-3.8,·,-9.3,-6.3,0.1,·
C[C@H](CO)N1C[C@H](C)[C@@H](CN(C)Cc2ccc(C(=O)Nc3ccccc3N)cc2)Oc2ccc(NS(=O)(=O)c3ccccc3)cc2C1=O,-1.6,1.9,-0.1,-4.5,0.9,-9.4,-2.4
C[C@@H]1CCCCO[C@H](CN(C)S(=O)(=O)c2ccccc2)[C@@H](C)CN([C@H](C)CO)C(=O)c2cc(NC(=O)CCCCCC(=O)Nc3ccccc3N)ccc2O1,·,4.1,·,-6.6,5.7,7.3,·
O=C1c2ccccc2C(Nc2ccc3c(c2)OCO3)N1Cc1ccco1 (centres undefined),2.4,-0.4,0.0,4.8,13.4,-7.1,30.2
COc1cccc(C(=O)Nc2ccc3c(c2)OC[C@H](C)NC[C@@H](C)[C@@H](OC)CN(C)C3=O)c1,-5.9,-1.2,-0.1,9.7,-14.7,1.3,25.5
CCCn1cccc(C(=O)Nc2ccc(OC)cc2)c1=O,6.5,-8.8,0.5,-4.7,4.3,-0.7,6.8
O=C(CCc1cccc(Cl)c1)NC1CCCN(Cc2ccccc2F)C1 (centres undefined),-5.0,-0.7,-0.2,-3.6,1.3,-7.5,10.0
O=C(CN1C(=O)NC2(CCCC2)C1=O)N1CCN(S(=O)(=O)c2ccc(Cl)c(C(F)(F)F)c2)CC1,-4.2,-9.5,·,-2.8,0.9,3.1,-6.0
CC1=C/C(=N\N=C2\NC(=O)C(CC(=O)Nc3ccccc3)S2)CC(C)(C)C1 (centres undefined),·,2.9,·,3.0,3.9,0.7,·
COc1cccc(C(=O)Nc2ccc3c(c2)C(=O)N(C)C[C@H](OC)[C@H](C)CN(CCc2ccccc2)[C@@H](C)CO3)c1,1.7,12.6,-0.2,-1.5,6.7,5.0,7.1
Cc1ccc(NC(=O)C2(C)CCCN2C)cc1C (centres undefined),1.6,2.7,0.1,-3.6,0.7,-0.3,4.6
Cc1cc(C)nc(SCc2ccc(C(=O)NN=C3CCCC3)cc2)n1,·,1.1,-2.4,1.9,2.6,67.9,·
CCN(CC)CCSc1nc(O)c(-c2ccccc2)c(=O)n1-c1ccccc1,-3.9,16.3*,-3.7,-10.1,3.8,-2.3,-8.0
Cc1ccc(CNCCCn2cnc(C(=O)Nc3ccc(C)c(C)c3)n2)o1,6.6,-1.0,-0.1,1.1,5.2,-7.1,-8.8
O=C(COC(=O)CNC(=O)c1ccc(Cl)cc1Cl)NC1CC1,5.7,·,-0.3,0.3,4.5,-3.6,1.2
O=C(O)C1CCN(C(=O)CCc2ccccc2)CC1,·,-3.0,·,-1.9,2.4,14.0,·
Cc1ccccc1Cn1c(=N)n(CC(=O)c2ccc([N+](=O)[O-])cc2)c2ccccc21,·,-1.0,·,1.3,-2.5,0.8,·

# Later entries
SMILES,PglD inh,SIRT5 block,E-sel inducer,DENV2 CPE,ERp5 block,S100A4 inh HTS,Statin myotox sup
COc1ccc(C(=O)Nc2cccc(-c3csc(C)n3)c2)cc1S(=O)(=O)N1CCCC1,2.9,0.6,-0.1,-3.2,-0.1,-2.7,3.5
COc1ccccc1CNC(=O)CNC(=O)c1ccc(Br)o1,1.7,-3.2,0.1,-14.1,3.5,5.2,-15.3
CC12CCC(C/C1=N\N=C1\NC(=O)/C(=C\c3ccc(Cl)cc3)S1)C2(C)C (centres undefined),·,-1.7,-0.3,-0.6,10.2,-4.9,·
C[C@H]1CN([C@@H](C)CO)S(=O)(=O)c2ccc(-c3cccnc3)cc2O[C@H]1CN(C)C(=O)C1CCC1,-2.1,0.3,-0.7,-5.1,1.5,1.4,-8.0
C=CC[C@@]12N=C(c3ccc(OCCCO)cc3)O[C@@H]1c1ccccc1CN(C(=O)c1ccccc1)C2=O,0.9,8.0,·,9.6,-4.5,-36.5,·
O=C(NCc1cccs1)c1cnc2sccn2c1=O,4.7,2.6,1.2,-1.1,-2.5,-2.7,·
COc1cccc(S(=O)(=O)N2C[C@H](O)COC[C@H]3O[C@@H](CC(=O)NCCCN4CCOCC4)CC[C@@H]32)c1,0.5,-2.4,-0.2,8.9,1.8,7.2,0.0
C[C@@H]1CN([C@@H](C)CO)S(=O)(=O)c2ccc(C#Cc3ccc(F)cc3)cc2O[C@H]1CN(C)C,-5.6,-2.6,1.2,-8.9,3.6,2.4,-3.2
CCCSc1sc(C(=O)OC)c(-c2cccs2)c1C#N,·,0.6,·,-0.8,7.8,-2.0,·
CO[C@@H]1CN(C)C(=O)c2ccc(NC(=O)c3ccccc3F)cc2OC[C@H](C)N(CC2CC2)C[C@@H]1C,-1.5,-5.1,-0.1,-9.5,-2.0,-1.4,13.3
CCCc1cn(CC[C@H]2CC[C@@H](NC(=O)C3CCOCC3)[C@H](CO)O2)nn1,-2.5,4.0,-0.1,10.8,-3.6,2.1,-6.1
COc1ccc(C(=O)CCC(=O)NC2=NCCS2)cc1,3.5,-4.5,·,-3.3,-6.5,-1.2,-29.4
Cc1cc(C(=O)Nc2cccc3c2O[C@@H](CN(C)Cc2ccc4c(c2)OCO4)[C@H](C)CN([C@@H](C)CO)C3=O)n(C)n1,-3.3,1.3,-13.0,-11.3,1.3,3.3,-17.7
O=C(CCS(=O)(=O)c1ccccc1)Nc1nc(-c2cccs2)cs1,-1.7,0.3,-0.6,-7.2,-4.4,2.2,-11.2
O=C(CCNC(=O)c1ccccc1)N=Nc1c(O)[nH]c2ccccc12,·,-1.6,·,0.8,0.4,2.0,·
O=c1c(-c2ccccc2)coc2c(CN3CCCCC3)c(O)ccc12,-4.7,-10.7,1.2,-0.4,-22.4,-0.8,24.9
CC(C)CCNC(=O)c1ccc(CS(=O)(=O)Cc2ccccc2F)o1,2.5,-1.0,4.4,·,-11.1,5.9,2.8
C/C=C/c1ccc2c(c1)O[C@@H](CN(C)Cc1ccc(C(=O)O)cc1)[C@H](C)CN([C@H](C)CO)S2(=O)=O,-1.1,0.6,-0.2,1.7,2.2,5.5,13.9
CCOC(=O)C1=CN(CC2CCCCC2)CCC1=O,-4.9,-3.4,·,-11.0,-13.4,19.5,-2.5
Cc1c(NC(=O)CS(=O)(=O)c2ccccc2)c(=O)n(-c2ccccc2)n1C,-1.3,0.2,2.6,-5.8,2.2,0.7,-1.2
COc1ccc(N2CCN(C(=S)NC(=O)c3cccs3)CC2)c([N+](=O)[O-])c1,-2.5,-4.9,-0.4,2.4,0.1,0.3,-22.7
CCOc1ccc(C(=O)Nc2nnc(S(=O)(=O)Nc3ccccc3C)s2)cc1,-1.7,-1.2,-0.7,3.4,3.5,-0.3,-2.1
C[C@@H]1CN([C@H](C)CO)S(=O)(=O)c2ccc(C#CC(C)(C)O)cc2O[C@@H]1CN(C)C(=O)CN(C)C,-2.9,3.2,0.2,-0.5,4.6,4.8,-2.1
CC(=O)c1cccc(NC(=O)Cn2cnc(S(=O)(=O)N3CCc4ccccc43)c2)c1,2.0,-1.0,-0.2,-0.4,2.3,0.4,-3.4
O=C(c1cccnc1)N1CC(=O)N2[C@@H](CO)[C@@H](c3ccc(-c4ccccc4F)cc3)[C@@H]2C1,·,-3.7,0.2,3.3,0.5,7.1,·

# Next section.
SMILES,PglD inh,SIRT5 block,E-sel inducer,DENV2 CPE,ERp5 block,S100A4 inh HTS,Statin myotox sup
C[C@@H]1CN([C@@H](C)CO)C(=O)c2cc(C#CCN(C)C)cnc2O[C@H]1CN(C)Cc1ccccc1,2.3,-9.1,-0.2,2.7,4.7,-5.2,11.9
CC1(C(=O)NS(=O)(=O)c2ccccc2Cl)CCN1C(=O)CC(c1ccccc1)c1ccccc1 (centres undefined),5.3,·,·,7.2,-0.6,13.2,9.4
CCN(CC)S(=O)(=O)c1ccc2c(c1)CC(C(=O)N1CCCC1)N2C(C)=O (centres undefined),-0.2,-2.4,3.0,-2.8,2.9,-0.2,9.6
O=C(CCn1cnc2ccccc21)N/N=C/c1ccccc1O,-4.5,-4.7,·,1.9,-2.7,-5.7,6.7
CCOc1ccc(OCC(=O)OC(C)C(=O)NC2CCCC2)cc1 (centres undefined),2.7,-1.8,0.4,-0.8,-0.5,-18.3,27.3
CC(NS(=O)(=O)c1ccc2c(c1)c(=O)n(C)c(=O)n2C)C(=O)NC1CCCCC1 (centres undefined),-1.9,-2.5,0.7,-0.6,1.8,-5.6,-3.1

# Sorted by heavy-atom count (falling): 8 of the compounds above.
SMILES,PglD inh,SIRT5 block,E-sel inducer,DENV2 CPE,ERp5 block,S100A4 inh HTS,Statin myotox sup
C[C@@H]1CN([C@@H](C)CO)C(=O)c2cc(C#CCN(C)C)cnc2O[C@H]1CN(C)Cc1ccccc1,2.3,-9.1,-0.2,2.7,4.7,-5.2,11.9
O=C(c1cccnc1)N1CC(=O)N2[C@@H](CO)[C@@H](c3ccc(-c4ccccc4F)cc3)[C@@H]2C1,·,-3.7,0.2,3.3,0.5,7.1,·
CC(=O)c1cccc(NC(=O)Cn2cnc(S(=O)(=O)N3CCc4ccccc43)c2)c1,2.0,-1.0,-0.2,-0.4,2.3,0.4,-3.4
CC(NS(=O)(=O)c1ccc2c(c1)c(=O)n(C)c(=O)n2C)C(=O)NC1CCCCC1 (centres undefined),-1.9,-2.5,0.7,-0.6,1.8,-5.6,-3.1
CCOc1ccc(C(=O)Nc2nnc(S(=O)(=O)Nc3ccccc3C)s2)cc1,-1.7,-1.2,-0.7,3.4,3.5,-0.3,-2.1
CCN(CC)S(=O)(=O)c1ccc2c(c1)CC(C(=O)N1CCCC1)N2C(C)=O (centres undefined),-0.2,-2.4,3.0,-2.8,2.9,-0.2,9.6
CCOc1ccc(OCC(=O)OC(C)C(=O)NC2CCCC2)cc1 (centres undefined),2.7,-1.8,0.4,-0.8,-0.5,-18.3,27.3
O=C(CCn1cnc2ccccc21)N/N=C/c1ccccc1O,-4.5,-4.7,·,1.9,-2.7,-5.7,6.7
